Pol eta inh: inhibitors of human DNA polymerase eta | AID 588591 | Potency, µM (doses to about 114 µM), inactives show at the highest dose activity change, negative = inhibition, hits mostly inhibitors | actives 1.2% (n = 390,000) | Q9Y253 | recombinant Pol eta, fluorescent DNA replication assay; also: potency is read from the fitted curve at half-maximal effect; % is scaled to controls: 0 for no effect and ±100 for the full control effect
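Pol eta at 10 nM preincubated with compounds 15 min at room temperature; reaction started with fluorescent substrate (50 nM final) and read kinetically at 0 and 10 min.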
RGS4 inh: inhibitors of human regulator of G protein signaling 4. Potency, µM (titrated, usually from 114 µM), for inactives: at the top dose activity change, negative = inhibition, hits mostly inhibitors. Transcreener GDP fluorescence polarization, RGS4-accelerated GTP hydrolysis. actives 0.039% (n = 390,000); also: potency is read from the fitted curve at half-maximal effect; % is scaled to controls: 0 for no effect and ±100 for the full control effect; nearly all actives have a fitted effect of over 75% in size; some results filed as inactive show a strong effect at the top dose
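MLSMR compounds (23 nl, pin-transferred) preincubated 10 min at room temperature with a 500nM (2x) first reagent, then RGS4 at 900nM (2x) plus Transcreener GDP mix added; fluorescence polarization (620/688 nm) read before and after 90 min at 30 °C.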
ALOX12 inh: ALOX12 (human) lipoxygenase inhibition. P18054. purified 12hLO, xylenol orange hydroperoxide absorbance. Potency, µM (doses to about 108 µM), for inactives: top-dose activity change, negative = inhibition, most hits filed as inhibitors. actives 1.1% (n = 580,000). AID 1671190; also: potency is read from the fitted curve at half-maximal effect; % is scaled to controls: 0 for no effect and ±100 for the full control effect
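Purified human 12hLO at 150 nM in 25 mM Hepes, 0.01% Triton X-100, pH 7.0, preincubated 15 min at room temperature with compound. Reaction started with 40 uM arachidonic acid, 30 min at room temperature. Hydroperoxide measured by Fe-xylenol orange, 573/405 nm absorbance ratio.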
LDHA inh: LDHA (human) enzyme inhibition; P00338; purified LDHA, NADH/diaphorase-resazurin fluorescence; stronger effect = lower value; activity change, % (values are at about 110 or 230 µM); actives 0.15% (n = 480,000); in the data active = activity change below about -30%; inconclusive = mostly about -25% to -30%;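 also: plate controls were DMSO wells for no effect and wells without enzyme for full effect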
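Human LDH5 at 2 nM final in Tris HCl pH 7.4 with 0.06 mM NADH and 0.2 mM pyruvate, reacted 5 minutes at room temperature. Remaining NADH coupled via diaphorase/resazurin; resorufin fluorescence read at 0 and 20 minutes, normalized to enzyme-free and DMSO wells.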
ERG-DNA inh: inhibitors of human ERG Ets domain-DNA interaction; fluorescence polarization, His-ERG Ets domain / labelled DNA; Potency, µM (series often up to 76.9 µM), for the others: at the top dose FP activity, negative = inhibition, usual class: inhibitors; actives 0.028% (n = 370,000); active = well fitted inhibition curve with a large enough effect in the polarisation, with a control signal flat; inconclusive = small, poorly fitted or top-dose-only effect, or effect the other way, or a change in a side signal; inactive = no such curve, though single readings can be large or run the other way; the % refers to the polarisation;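 also: polarization taken with two DNA probes labelled with fluorescein and Texas red; potency is read from the fitted curve at half-maximal effect; % of control where 0% means no effect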
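His-tagged ERG Ets domain (1 uM in the protein solution; 300mM KCl, 50mM Tris-HCl, 1mM EDTA, 1mM DTT, pH 7.5) received compound, then a probe mix of 5 nM fluorescein-DNA and 100nM Texas-615-DNA. Fluorescence polarization was read for both dyes.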
POLK inh: DNA polymerase kappa (human) inhibition; purified Pol kappa, fluorescent DNA synthesis assay, 10 min; actives 0.53% (n = 400,000); Potency, µM (titrated, usually from 107 µM), without a hit: top-dose activity, negative = inhibition, most hits filed as inhibitors; also: potency is read from the fitted curve at half-maximal effect; % is scaled to controls: 0 for no effect and ±100 for the full control effect
Target sequence (Q9UBT6 whole entry, looked up): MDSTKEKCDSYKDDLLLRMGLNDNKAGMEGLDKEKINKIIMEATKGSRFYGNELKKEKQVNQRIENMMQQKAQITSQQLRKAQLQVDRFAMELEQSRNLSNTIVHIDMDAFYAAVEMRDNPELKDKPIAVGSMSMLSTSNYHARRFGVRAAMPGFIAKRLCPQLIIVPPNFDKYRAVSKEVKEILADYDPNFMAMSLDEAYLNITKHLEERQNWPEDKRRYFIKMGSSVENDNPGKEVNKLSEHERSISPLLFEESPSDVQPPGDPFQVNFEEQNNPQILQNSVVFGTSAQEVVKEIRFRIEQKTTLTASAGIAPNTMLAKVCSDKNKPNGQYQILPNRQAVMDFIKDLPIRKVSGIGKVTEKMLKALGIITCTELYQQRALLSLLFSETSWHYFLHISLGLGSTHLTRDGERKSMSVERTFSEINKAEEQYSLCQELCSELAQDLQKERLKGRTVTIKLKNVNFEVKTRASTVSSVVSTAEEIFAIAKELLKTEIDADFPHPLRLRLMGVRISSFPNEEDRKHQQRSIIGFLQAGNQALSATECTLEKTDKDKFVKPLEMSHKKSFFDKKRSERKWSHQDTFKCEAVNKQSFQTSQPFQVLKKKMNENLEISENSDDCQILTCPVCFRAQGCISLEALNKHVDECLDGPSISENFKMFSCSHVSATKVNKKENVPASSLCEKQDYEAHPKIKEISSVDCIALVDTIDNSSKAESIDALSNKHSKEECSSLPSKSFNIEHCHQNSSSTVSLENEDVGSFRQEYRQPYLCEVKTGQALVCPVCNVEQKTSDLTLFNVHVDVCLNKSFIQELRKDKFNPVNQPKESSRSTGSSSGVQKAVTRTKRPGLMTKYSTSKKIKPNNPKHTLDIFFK
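Inhibition of 10 nM Pol kappa is measured by a fluorescent read-out at 0 and 10 min following addition of 50 nM substrate (final), with a 15-min room-temperature compound preincubation.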
Apoferritin bind: binds horse apoferritin like a general anesthetic. Potency, µM (doses to about 77.5 µM), for the others: top-dose activity change, negative = displacement, actives largely listed as inhibitors. AID 485281. actives 0.074% (n = 350,000). P02791. apoferritin/1-aminoanthracene competitive binding, fluorescence; also: potency is read from the fitted curve at half-maximal effect; % is scaled to controls: 0 for no effect and ±100 for the full control effect; nearly all actives have a fitted effect of over 20% in size
Target sequence (P02791 2-175 limits assumed): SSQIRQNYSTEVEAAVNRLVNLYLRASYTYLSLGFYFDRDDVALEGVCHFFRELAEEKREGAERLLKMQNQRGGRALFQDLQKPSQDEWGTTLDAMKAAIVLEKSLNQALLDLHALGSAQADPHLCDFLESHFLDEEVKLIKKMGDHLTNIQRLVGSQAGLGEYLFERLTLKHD
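Steps: apoferritin (10 uM) was premixed with half-saturated 1-AMA in PBS, compounds were pin-transferred, plates stood 10 min at room temperature, fluorescence was read at 380/535 nm, and curves were fitted with a Hill equation.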
Pol beta inh: inhibitors of human DNA polymerase beta; actives 1.3% (n = 340,000); Pol beta primer extension/strand displacement, fluorescence kinetic; Potency, µM (top dose mostly 114 µM), without a hit: top-dose activity change, negative = inhibition, most hits filed as inhibitors; also: potency is read from the fitted curve at half-maximal effect; % is scaled to controls: 0 for no effect and ±100 for the full control effect
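Curves were derived by four-parameter Hill fits of normalized qHTS data. The kinetic fluorescent primer-extension read was taken at 0 and 10 min after 50 nM substrate, following a 15 min room-temperature preincubation of 10 nM enzyme with compounds.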
APEX1 inh: blocks human APE1 abasic DNA cleavage; P27695; recombinant APE1, TAMRA/BHQ-2 abasic DNA cleavage fluorescence; Potency, µM (doses to about 65.8 µM), for inactives: at the top dose activity change, negative = inhibition, most hits filed as inhibitors; actives 0.35% (n = 350,000);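 also: potency is read from the fitted curve at half-maximal effect; plate controls were vehicle for no effect and reference inhibitor for full effect; nearly all actives have a fitted effect of over 55% in size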
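APE1 at 0.75 nM final was preincubated with compound 15 min at room temperature, then 50 nM double-stranded THF abasic-site substrate (5'-TAMRA/3'-BHQ-2) was added. Fluorescence (ex 525/em 598 nm) was read kinetically; third-minus-first read gave activity.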
Starred values were filed as active, the others as inactive; ? = inconclusive; · = no result given; & = joins results of further samples; [ ] = another dose, or the depositor's remark. Unless noted, calls follow the shape of the dose curve; as a rule, active = well fitted curve in the direction sought with a large enough effect; inconclusive = small, poorly fitted or top-dose-only effect, or another doubt; inactive = no such curve, though single readings can be large; an effect the other way counts as inactive or inconclusive. Not all compounds are listed; count on the stated rates, not on these rows.

Every second line gives: RGS4 inh | ERG-DNA inh | POLK inh | LDHA inh | Pol beta inh | Apoferritin bind | APEX1 inh | ALOX12 inh | Pol eta inh
1: CCN(CC)CCN1C(=O)C(O)=C(C(=O)c2cc3ccccc3o2)C1c1cccnc1 (centres undefined)
    -6%[11.4 µM] | 6% | -14% | 12 | 16% | -19% | 0% | -28% | ?
2: Cc1ccc(OCCn2ccc(=O)[nH]c2=O)cc1C
    49% | -7% | -2% | -1 | 0% | -8% | -5% | -2% | -7%
3: C=CCNC(=S)N/N=C(\C)c1cc(OC)c(OC)c(OC)c1
    6% | 0% | -8% | -8 | -10% | -8% | 3% | ? | -15%
4: Cc1ccc2nc(SCC(=O)Nc3cccc4ccccc34)nc(=O)n2c1
    -34% | -2% | -2% | -1 | · | · | 1% | -1% | -1%
5: O=C(Nc1nc(-c2cccnc2)cs1)c1ccccc1F
    -41% | 1% | -15% | -7 | -4% | -2% | -3% | 0% | -12%
6: COC(=O)c1ccc(Cn2c(O)c(N=NC(N)=S)c3ccccc32)o1
    -14% | 3% | ? | 0 | ? | 1% | ? | ? | 50µM*
7: CCOc1ccc2nc(NC(=O)CSc3nc4c(c(=O)n(C)c(=O)n4C)n3CC)sc2c1
    -5% | -6% | -12% | -3 | 6% | -11% | -2% | -23% | -9%
8: Cc1cccc(C#Cc2ccccc2)n1
    -12%[56.9 µM] | 8% | -11%[60.1 µM] | -12&-3 | 16%[57.1 µM] | · | 9%&16%&2%&-10% | ? | -10%
9: COc1ccccc1CCC(=O)N(C)CC(=O)Nc1ccc(F)cc1
    11% | -4% | -9% | -4 | -19% | -13% | 13% | -9% | 2%
10: COc1ccc(-c2coc3cc(O)c(OC)cc3c2=O)cc1
    13% | 0% | -6% | 0 | · | · | 26% | -22% | -20%
11: O=C(Nc1ccc(Cl)cc1)Nc1ccc(S(=O)(=O)Nc2ncccn2)cc1
    -19% | 6% | 12% | -12 | 22% | -3% | ? | -7% | -5%
12: CCc1ccccc1N1CC(c2nc3ccccc3n2CCCOc2ccc(Cl)cc2)CC1=O (centres undefined)
    16% | 1% | -10% | 1 | 6% | 77%[activator] | · | ? | -14%
13: COc1ccc(-c2csc(N3CCOCC3)n2)cc1OC
    -1% | 5% | -5% | -3 | -2% | ? | -4% | 0% | -5%
14: COc1ccccc1NS(=O)(=O)c1cccc(NC(=O)c2cncc(Br)c2)c1
    -12% | 10% | -7% | -8 | · | · | 29% | -13% | -3%
15: Cc1cc(C)n(C(=O)CNC(=O)c2ccc(C(C)(C)C)cc2)n1
    -6% | 5% | -5% | -9 | 11% | 4% | 16% | 15% | 0%
16: Cc1nnc(N)nc1C
    9% | -3% | -3% | -9 | 1% | -4% | -4% | 0% | -15%
17: COc1ccc(C2(C(=O)Nc3ccc(C)cc3)CCOCC2)cc1
    -13% | 2% | 3% | -4 | 0% | -5% | -1% | 6% | -12%
18: COc1ccc(C(=O)C2CCCN(Cc3sc(N4CCCC4)nc3Cl)C2)c(OC)c1 (centres undefined)
    -1% | 0% | 4% | 1 | -7% | -19% | -1% | -8% | -14%
19: Cc1ccc(NC(=O)c2cccc(NC3=NC4CS(=O)(=O)CC4S3)c2)cc1 (centres undefined)
    -3% | 3% | -6% | -3 | -14% | -12% | 15% | -14% | -15%
20: CN1CCN(Cc2coc3c(Cl)cc(Cl)cc3c2=O)CC1
    -17% | 10% | 14% | -18 | -28% | -10% | -18% | ? | -12%
21: CC(=O)NC(Nc1nc2c(s1)CCCC2)(C(F)(F)F)C(F)(F)F
    3% | -1% | -2% | -3 | -1% | -2% | -1% | ? | -2%
22: Cn1ccc(C(=O)N/N=C/c2cccnc2)n1
    -2% | 3% | 3% | 0 | 6% | 37%[activator] | 11% | -1% | -19%
23: CC1Sc2ccc(S(=O)(=O)NCCc3ccccc3)cc2NC1=O (centres undefined)
    2% | 29% | -3% | -2 | 1% | ? | 25% | 13% | -4%
24: CCOC(=O)N1CCN(C(=O)COc2ccc3oc4c(c3c2)CCCC4)CC1
    3% | -5% | 0% | -4 | · | · | 13% | ? | -22%
25: CCOC(=O)CSc1nc2sc3c(c2c(=O)n1-c1ccccc1)CCN(C)C3
    -15% | 17% | 2% | -2 | -11% | -16% | -1% | ? | -17%
26: COc1ccc(NC(=O)c2ccccc2C)cc1
    11% | 7% | -7% | -2 | 32% | -1% | -2% | 6% | -2%
27: O=S1(=O)CCN2C=Nc3sc4c(c3C2=N1)CCCC4
    -20% | -9% | -4% | -4 | 41% | -11% | -5% | -12% | -4%
28: CSc1ccccc1OCc1cc(C(=O)NC2CCOC2)no1 (centres undefined)
    -7%[56.9 µM] | -1% | 1% | -1 | 2% | -14% | -12% | -7% | -5%
29: COc1ccccc1NC(=O)CSc1nc2sc(C)c(C)c2c(=O)n1C
    27% | -2% | -13% | -9 | 45% | 5% | -21% | -17% | -28%
30: O=[N+]([O-])c1cccc2c[nH]nc12
    68%[activator][56.9 µM] | · | 13µM* | · | · | · | 6.3µM* | 0% | ·
31: Cc1ccc(CNC(=O)CN(c2ccc(C(C)C)cc2)S(=O)(=O)c2c(C)n[nH]c2C)cc1
    -3% | -5% | -27% | -1 | -16% | 57%[activator] | · | -30% | -26%
32: CCN(C(=O)COC(=O)c1c2c(nc3ccccc13)CCC2)c1c(N)n(Cc2ccccc2)c(=O)[nH]c1=O
    9% | 17% | 0% | -4 | · | · | · | ? | ?
33: COc1ccc(-n2nc(C(=O)NCC(=O)NCCC3=CCCCC3)c3ccccc3c2=O)cc1OC
    11% | 9% | -12% | 4 | 26% | ? | -21% | -16% | -1%
34: Cc1ccc(-c2c3c(=O)n(C)c(=O)n(C)c3cn2-n2cnnc2)cc1
    -15% | 4% | -6% | 0 | 2% | -18% | -5% | 209%[activator] | -11%
35: COc1ccc2c(c1)OCC(O)(c1ccccc1)C2=O (centres undefined)
    -10% | -6% | 7% | -4 | · | · | · | 1% | -16%
36: CC(=O)OCC(=O)NCCCOc1cccc(CN2CCCCC2)c1
    -4% | -22% | 8%[19.4 µM] | 5 | · | · | · | 0% | -2%
37: COc1ccc2oc(=O)cc(CN3CCN(c4ccccc4F)CC3)c2c1
    8% | 2% | -6% | 2 | 13% | 2% | · | ? | 19%
38: CCOc1ccc(CCNC(=O)c2cc3c(-c4ccccc4F)nn(C)c3s2)cc1OCC
    -5% | 6% | -5% | 6 | -5% | 5% | · | -6% | -23%
39: CCc1cc2c(Sc3nc4ccccc4s3)ncnc2s1
    -16% | 0% | -11% | -2 | 13% | ? | -4% | 0% | -4%
40: CCOC(=O)N1CCN(S(=O)(=O)N2CCCC(C(=O)NCc3ccccc3OC)C2)CC1 (centres undefined)
    6%&11% | -11%&0% | 4% | -2&-3 | 16%&-4% | -6%&1% | 23% | 2%&-24% | -15%&-13%
41: Cc1ncc(CO)c(/C=N/NC(=S)Nc2ccc(F)cc2)c1O
    -25% | 2% | -10% | 1 | -11% | 214%[activator] | 2% | 40µM* | ?
42: CC(=O)c1cccc(NC(=O)c2sc3nc4n(c(=O)c3c2C)CCCCC4)c1
    1% | 14% | -3% | -2 | 7% | -13% | 13% | 2% | -4%
43: CN(C)/C=C(/C(=O)c1ccc(Cl)cc1)S(=O)(=O)c1ccc(Cl)cc1
    55% | 6% | -11% | -5 | 5% | -11% | -2% | -25% | -6%
44: O=C(CSc1nc2ccccc2c(=O)n1-c1ccc(OC(F)F)cc1)NCc1cccs1
    -11% | 12% | -8% | -9 | -1% | -3% | 0% | 1% | -9%
45: COc1ccc(C)cc1NS(=O)(=O)c1ccc2c(c1)n(C)c(=O)n2C
    -30%&15% | 3%&-1% | -2%&-5% | 1&-3 | -1%&2% | -12%&-10% | 4% | 16%&4% | -7%&-18%
46: CCN1CCN(CC(O)COc2ccc(C)c(C)c2)CC1 (centres undefined)
    -12%&4% | 13%&-1% | -6%&2% | -1&-3 | 17% | -12% | 5% | ? | -11%&-11%
47: COC(=O)c1ccccc1NC(=O)c1ccc(-c2cccc(Cl)c2)o1
    30% | -5% | -1% | -2 | -21% | -6% | 3% | 0% | ?
48: CCOC(=O)C1CCN(C(C(=O)NC2CCCC2)c2ccc(C)cc2)CC1 (centres undefined)
    3% | -4% | 6% | -5 | 13% | -15% | -8% | -17% | -24%
49: O=C(Cc1ccccc1)Nc1ccc(NC(=O)c2ccccc2)nc1
    -10% | -5% | -5% | 0 | 63µM* | -7% | 77%[activator] | -12% | 6%
50: CCc1sc(Nc2cccc(C)c2)nc1-c1cc2cccc(OC)c2oc1=O
    -24% | 6% | -8%[60.1 µM] | -3 | 20% | -16% | · | -22% | -19%
51: CCOc1ccc(S(=O)(=O)N2CCCCC2)cc1NC(=O)CN1C(=O)NC(C)(c2ccccc2)C1=O (centres undefined)
    1% | -2% | -18% | -11 | · | · | 0% | -13% | -14%
52: Cc1ccc(C(=O)NC2CCSC2=O)cc1 (centres undefined)
    -17% | · | -4% | 2 | 15% | -7% | 4% | 17% | -11%
53: CCOC(=O)c1cnn(-c2nc(-c3ccc(C)cc3)cs2)c1C(F)(F)F
    0% | -12% | -9% | 5 | 3% | -17% | -2% | ? | -25%
